Compound activity deposited in PubChem by National Center for Advancing Translational Sciences (NCATS).
GRP78 ERSR act = inducers of ER stress response in human glioma cells | 420,000 tested, 0.02% active | Potency, µM, for inactives: at the top dose activation, actives largely listed as activators | AID 602332 | U87-MG GRP78 promoter luciferase reporter, 16 h; note: potency is the fitted concentration of half-maximal effect; series mostly up to about 76 µM; % of control where 0% means no effect; nearly all actives have a fitted effect of over 35% in size
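Stably transfected U87-MG glioma cells carrying a GRP78-based luciferase sensor; 16 h compound incubation. Luminescence end-point read 10 min after Bright-Glo addition at room temperature.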
D2 potentiator = positively modulates the human D2 dopamine receptor allosterically; P14416; HEK293 T-REx D2, calcium flux, EC20 dopamine potentiation; potentiation, % at 10 µM; 340,000 tested, 0.34% active;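 active = potentiation over 3 SD above the plate norm, cut at about 30% in these data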; note: 0% is about no effect
Target sequence (P14416 whole entry, looked up): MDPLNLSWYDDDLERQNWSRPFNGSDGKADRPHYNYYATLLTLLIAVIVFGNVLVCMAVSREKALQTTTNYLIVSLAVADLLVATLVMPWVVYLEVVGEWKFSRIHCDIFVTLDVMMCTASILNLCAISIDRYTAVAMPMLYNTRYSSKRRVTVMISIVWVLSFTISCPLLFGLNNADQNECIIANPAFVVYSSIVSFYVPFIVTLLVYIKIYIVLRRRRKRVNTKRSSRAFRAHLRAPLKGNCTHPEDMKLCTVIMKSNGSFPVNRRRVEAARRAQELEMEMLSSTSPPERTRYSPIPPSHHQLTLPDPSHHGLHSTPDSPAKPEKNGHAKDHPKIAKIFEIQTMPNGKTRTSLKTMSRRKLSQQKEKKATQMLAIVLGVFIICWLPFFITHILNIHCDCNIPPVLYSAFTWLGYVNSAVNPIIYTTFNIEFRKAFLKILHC
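Potentiation of an EC20 dopamine calcium response is measured in a force-coupled, tetracycline-inducible Hek293 Trex D2 line. Compound-only kinetic reads over 180 s flag agonists before dopamine addition.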
Vif-APOBEC3F blk = inhibitors of Vif-A3F interaction | HeLa A3F-eYFP + Vif (tagged APOBEC3F with the HIV-1 protein that degrades it), YFP fluorescence increase | Potency, µM (highest dose often 46.1 µM), for the others: at the top dose activity, negative = active | 390,000 tested, 0.2% active | AID 602313; note: potency is the fitted concentration of half-maximal effect; % of control where 0% means no effect; nearly all actives have a fitted effect of over 65% in size
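HeLa cells stably expressing Vif plus C-terminally eYFP-tagged A3F were seeded, incubated overnight at 37 deg C, dosed with compound, incubated overnight again at 37 deg C. Yellow fluorescence (Ex 488/Em 500-530) reported blocked Vif-mediated A3F-eYFP degradation.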
D1 PAM = potentiators of human D1 dopamine receptor. P21728. 360,000 tested, 0.036% active. HEK293 TREx D1 cells, calcium flux, dopamine EC20 potentiation. AID 504651. potentiation, % at 10 µM; in the data active = potentiation above about 30%; note: 0% is about no effect
RXFP1 antag = blocks the human relaxin receptor RXFP1 | HEK293-RXFP1, relaxin-stimulated cAMP HTRF, 30 min; active compounds read low | 350,000 tested, 0.59% active | AID 1259400 | activity change, negative = inhibition, % at 57.5 µM;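 active = activity change of -60% or lower, but not beyond a set lower limit; inconclusive = change between -60% and -40%, or beyond the set limit; inactive = change above -40%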; note: % is set by controls: 0 for no effect and ±100 for the full control effect
D1 ag = human D1 receptor agonism; HEK293 T-REx D1 cells, calcium flux, agonist mode; activation, % at 2 µM; P21728; 360,000 tested, 1% active; in the data active = activation above about 30%; note: 0% is about no effect
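Agonism was scored from calcium flux recorded over 180 s (1 read/s) after pintool compound addition, following a 10-cycle baseline. Cells were inducible force-coupled HEK293 TREx D1, plated overnight at 30 C and loaded with no-wash calcium dye.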
RXFP1 agonist = activates the human relaxin receptor RXFP1. Q9HBX9. HEK293T-RXFP1 cAMP TR-FRET, 30 min; response scale: percent of porcine relaxin response, buffer zero. Potency, µM (doses to about 57.5 µM), inactives show top-dose activation, actives largely listed as activators. 370,000 tested, 0.3% active; note: potency is the fitted concentration of half-maximal effect; % is set by controls: 0 for no effect and ±100 for the full control effect; nearly all actives have a fitted effect of over 60% in size; many of its hits are not listed in these tables
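HEK293T cells stably expressing RXFP1 were pretreated with the PDE4 inhibitor Ro 20174, exposed to compounds for 30 min at 37C, lysed, and cAMP was read by TR-FRET. Data normalized to buffer (basal) and 29 nM porcine relaxin (100%).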
Vif-A3G inh = inhibitors of Vif-APOBEC3G interaction | Q9HC16 | Potency, µM (doses to about 46.1 µM), inactives show at the highest dose activity, negative = active, usual class: inhibitors | HeLa A3G-eYFP + Vif (tagged APOBEC3G with the HIV-1 protein that degrades it), YFP fluorescence, overnight | 410,000 tested, 0.076% active;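 note: potency is the fitted concentration of half-maximal effect; % is set by controls: 0 for no effect and ±100 for the full control effect; nearly all actives have a fitted effect of over 60% in size; hits raise eYFP signal because A3G escapes Vif-driven loss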
Target sequence (Q9HC16 whole entry, looked up): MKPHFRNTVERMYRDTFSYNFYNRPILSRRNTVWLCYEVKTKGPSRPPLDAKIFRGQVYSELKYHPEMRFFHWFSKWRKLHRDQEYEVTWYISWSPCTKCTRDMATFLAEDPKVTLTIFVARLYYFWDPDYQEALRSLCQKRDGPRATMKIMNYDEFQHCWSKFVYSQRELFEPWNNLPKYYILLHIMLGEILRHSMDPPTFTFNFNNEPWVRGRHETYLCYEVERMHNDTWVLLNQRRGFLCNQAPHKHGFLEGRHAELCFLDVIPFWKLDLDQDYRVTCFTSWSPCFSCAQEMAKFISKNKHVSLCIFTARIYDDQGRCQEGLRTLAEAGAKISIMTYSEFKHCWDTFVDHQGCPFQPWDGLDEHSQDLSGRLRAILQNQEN
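Read-out is eYFP fluorescence (Ex 488/Em 500-530) from Vif-expressing HeLa A3G-eYFP cells; more signal means A3G escaped Vif-mediated degradation. Cells plated overnight, compound pinned in, incubated overnight at 37 deg C.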
D1 antagonist = blocks dopamine activation of the human D1 receptor | P21728 | HEK293 TREx D1 cells, calcium flux, dopamine EC80; active compounds read low | activity change, negative = inhibition, % at 10 µM | 360,000 tested, 3.2% active | AID 504652; in the data active = activity change below about -30%; note: % is set by controls: 0 for no effect and ±100 for the full control effect
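Allosteric or orthosteric antagonism assessed as attenuation of the calcium response to EC80 dopamine, added 180 s after compound, in induced HEK293 Trex D1 cells loaded with no-wash calcium dye.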
An asterisk follows results filed as active; ? = inconclusive; nt = not tested or not shown; & = joins results of further samples. Unless noted, calls come from the whole dose curve; as a rule, active = well fitted curve in the direction sought with a large enough effect; inconclusive = small, poorly fitted or top-dose-only effect, or another doubt; inactive = no such curve, though single readings can be large; an effect the other way counts as inactive or inconclusive.

# | structure | RXFP1 antag | Vif-APOBEC3F blk | GRP78 ERSR act | D2 potentiator | D1 antagonist | D1 ag | Vif-A3G inh | D1 PAM | RXFP1 agonist
1 | CCOC(=O)C1C(=O)CC(C)(O)C(C(=O)OCC)C1c1ccccc1OC (configuration not stated) | 5 | -7% | -1% | -3 | -6 | 3 | 0% | 5 | 0.7%
2 | COc1ccc(-n2c(-c3ccccc3)c[n+]3c2CCC3)cc1 | -2 | 10% | -5% | 9 | 1 | 1 | 1% | 0 | 3.0%
3 | CCOC(=O)Cn1c(-c2ccccn2)nc2ccccc21 | -14 | -5% | -4% | 6 | 9 | 0 | -7% | -1 | 0.3%
4 | c1ccc(-c2nc(N3CCCCC3)nc3ccccc23)cc1 | -7 | nt | 3% | -1 | 10 | 7 | -14% | 18 | 2.4%
5 | N#CC1=C(S)N(c2ccccc2)C(c2ccc(-c3ccc(Cl)c(Cl)c3)o2)NC1=O (configuration not stated) | 0 | 1% | 0% | -4 | -17 | 63* | 2% | -1 | 6.9%
6 | Cn1nc(C(F)(F)F)c2cc(NC(=O)OCc3ccc(F)cc3)sc21 | -11 | 2% | -4% | 1 | -20 | 5 | 3% | -4 | 0.2%
7 | O=C(NCc1ccccc1)C1CCN(S(=O)(=O)N2CCCCCC2)CC1 | -4 | -4% | -1% | -5 | 20 | 1 | 2% | 4 | 1.8%
8 | Cc1cc(NC(=O)C2C3C(=O)N(CC4CCCO4)C(C(=O)NC(C)(C)C)C34C=CC2(C)O4)no1 (configuration not stated) | 6 | 1% | -2% | 7 | -26 | -1 | 1% | -7 | 0.0%
9 | O=c1c2ccccc2nc2n1C(CSCc1ccc(Cl)cc1Cl)CS2 (configuration not stated) | -11 | 5% | -1% | 0 | 7 | 4 | -1% | -1 | 0.0%
10 | O=C(Nc1ccccc1)OCc1ccccn1 | -10 | -4% | 11% | 5 | -14 | 2 | 2% | -1 | 0.1%
11 | O=C(O)Cc1coc2ccc3ccccc3c12 | -1 | -15% | 0% | 1 | 6 | 3 | 4% | 1 | 2.1%
12 | COc1ccc(C(=O)OCC(=O)N2C(C)CCCC2C)cc1[N+](=O)[O-] (configuration not stated) | 2 | -4% | -3% | 10 | 15 | -3 | 0% | -3 | 3.8%
13 | O=C(Nc1ccccc1C(F)(F)F)c1ccc(F)c(S(=O)(=O)N2CCc3ccccc3C2)c1 | 8 | -1% | -2% | -9 | 10 | 1 | 8% | 2 | 6.9%
14 | O=C(NC(Cc1ccccc1)C(=O)NCCc1ccccn1)c1cccs1 (configuration not stated) | 9 | -4% | 1% | -7 | -14 | 2 | 0% | -3 | -0.2%
15 | N#Cc1ccc(COc2cccnc2[N+](=O)[O-])cc1 | -6 | 14% | 0% | 2 | -7 | 2 | 3% | -7 | 1.0%
16 | COc1ccc(OC)c(CCNC(=O)c2ccc3c(c2)N(Cc2ccc(C)cc2)CCS3)c1 | -2 | 5% | -1% | -11 | 7 | 2 | -1% | -2 | 22%
17 | COc1ccc(NC2=CC(c3ccccc3)N(c3ccc(OC)cc3)C2=O)cc1 (configuration not stated) | 0 | 9% | 0% | -5 | -1 | 0 | 0% | -1 | 1.9%
18 | N#CC(=C(O)COC(=O)CCCNC(=O)c1ccc(Cl)cc1)c1nc2ccccc2[nH]1 | -31 | -8% | -2% | nt | nt | nt | -2% | nt | nt
19 | COc1ccccc1N1CCN(S(=O)(=O)CCNC(=O)COc2ccc(C(C)C)cc2)CC1 | ? | 4% | -2% | 0 | -8 | 3 | 7% | -1 | 1.8%
20 | COc1ccc(CC(=O)Nc2ccc3c(C)cc(=O)oc3c2)cc1OC | 11 | -4% | -1% | -7 | 4 | 4 | -6% | 7 | 3.1%
21 | O=[N+]([O-])c1cccnc1-n1cnc2ccccc21 | 8 | 2% | -2% | 5 | -13 | 3 | 0% | 1 | 1.1%
22 | O=C(c1cccc(Br)c1)c1cn(-c2ccccc2)nc1C(=O)c1ccccc1 | 3 | -12% | -3% | -5 | -4 | 5 | 0% | 2 | 3.2%
23 | Cc1noc(C)c1CSc1nnc2n(-c3ccccc3)c(=O)c3ccccc3n12 | 0 | 7% | -3% | nt | nt | nt | 0% | nt | nt
24 | Cc1ccc2c(CC(=O)OCn3nnc4ccccc4c3=O)coc2c1 | -15 | -4% | -2% | 1 | 6 | 3 | -2% | -7 | -0.1%
25 | O=C(CN1CCCN(Cc2cccc(F)c2)S1(=O)=O)Nc1ccc2c(c1)OCCO2 | -8 | 5% | -2% | -5 | 3 | -2 | 2% | 0 | 0.0%
26 | CN1CCN(c2ccc(NC(=O)COc3ccccc3Cl)cc2)CC1 | -14 | -7% | 3% | -9 | -70* | 10 | 0% | -20 | 1.7%
27 | Cc1ccc(NC(=S)N2CCN(C)CC2)c(C)c1 | -1 | -6% | -1% | 3 | -3 | 2 | -1% | 1 | 2.3%
28 | COc1ccc2cnn(-c3ccc(OC(F)(F)F)cc3)c(=O)c2c1OC | -12 | -2% | 0% | 9 | -2 | 1 | 0% | -5 | 1.7%
29 | Cc1cc(Br)cc(C)c1NC(=O)c1ccccc1[N+](=O)[O-] | 1 | 1% | -6% | 1 | 8 | -1 | -10% | -8 | 1.5%
30 | CN(C)S(=O)(=O)c1ccc(NC(=S)NC(=O)C2CCC2)cc1 | -4 | -10% | 15% | -8 | -2 | 2 | 0% | -1 | -1.3%
31 | CN1CCN(CCCNc2nc3ccccc3c3nc(-c4ccccc4)nn23)CC1 | -4 | ? | 1% | nt | nt | nt | 0% | nt | nt
32 | CN(C)/C=N/c1ncnc2c1cnn2-c1ccc(C(F)(F)F)cn1 | 4 | 8% | 3% | 9 | -4 | 1 | 2% | 1 | -0.7%
33 | Cc1ccc(NC2CCCN(C(=O)c3cccs3)C2)cc1C (configuration not stated) | 6 | -1% | 3% | -3 | 34 | 0 | 2% | 0 | 0.1%
34 | CCCCc1nnc(NC(=O)c2ccc(OCc3c(C)noc3C)cc2)s1 | 0 | 0% | -3% | 0 | 14 | 5 | -7% | 2 | 0.9%
35 | O=S(=O)(c1cccc(F)c1)N1CCC(c2nc3ccccc3s2)CC1 | -9 | 3% | 0% | 17 | -7 | 2 | -1% | -1 | -1.0%
36 | O=C(Nc1cccc(F)c1)c1cccc2c1C(=O)N(C1CCCCC1)C2 | 5&2 | -2% | -5% | 2&0 | 5&16 | 5&0 | 0% | 10&2 | 1.1%&1.7%
37 | COc1ccccc1/C=C/C(=O)OCC(=O)NC1CC1 | 10 | ? | -1% | 2 | -1 | 2 | 0% | -1 | 1.7%
38 | O=C(O)c1ccc(-n2cccc2/C=C2/NC(=O)N(c3cccc(Cl)c3)C2=O)cc1 | -1 | -7% | -3% | 6 | 4 | -3 | 1% | 2 | -1.8%
39 | C=CCn1c(SCC(N)=O)nc(C)cc1=O | -6 | 2% | -6% | -2 | 1 | 1 | -1% | 0 | 2.0%
40 | COCC(=O)Nc1ccc(S(=O)(=O)NCCc2ccccc2)cc1 | 3 | 6% | -5% | -1 | 0 | 19 | 0% | -6 | 0.5%
41 | COC(=O)c1oc(-c2ccc(Cl)cc2)nc1C | 5 | 10% | 8% | -7 | -1 | -1 | 0% | 9 | 0.8%
42 | O=C(CSc1nnc(Nc2ccccc2F)s1)NC(=O)CN1CCCC1=O | 12 | 0% | 0% | -6 | 1 | 1 | 0% | -2 | 0.1%
43 | COc1ccc(C(=O)NN=C2CCCC2)cc1OC | 0 | 2% | -3% | -7 | -21 | 0 | -7% | 0 | 1.9%
44 | CCOC(=O)C1CCCN(CC(=O)c2ccc(F)cc2)C1 (configuration not stated) | -1 | 5% | 0% | 6 | 7 | 3 | 4% | -6 | -3.3%
45 | CCc1ccc(N=C2NC(=O)/C(=C/c3cc(OC)c(O)c(OC)c3)S2)cc1 | -2 | ? | -2% | -21 | 1 | 21 | ? | -2 | 4.7%
46 | COc1ccc(N(CC(=O)Nc2ccc(F)cc2F)S(=O)(=O)c2c(C)nn(C)c2C)cc1 | 8 | 0% | -8% | 1 | -4 | 1 | 2% | -1 | -1.2%
47 | Cc1csc(NC(=O)Cc2ccccc2Cl)n1 | -14 | 0% | 4% | 0 | 0 | 1 | 0% | -2 | 4.1%
48 | O=C(c1cc(-c2cccc(O)c2)on1)N1CCCCC1 | -29 | -14% | -8% | -2 | 7 | -1 | -4% | 5 | 0.3%
49 | COc1cc(/C=C(\C#N)C(=O)Nc2ccc(SC(F)F)cc2)cc(OC)c1OC | -25 | -4% | -1% | 2 | 5 | 0 | 1% | -3 | 0.5%
50 | COC(=O)c1cc(OC)c(OC)cc1NC(=S)NC(=O)c1ccco1 | 4 | -17% | 4% | nt | -38* | 0 | -10% | -4 | 3.0%
51 | Cc1ccc(-c2nnc(Nc3ccc(OCC(N)=O)cc3)c3ccccc23)cc1S(=O)(=O)N(C)C | -5 | 1% | -3% | 7 | -22 | 6 | -29% | -2 | 0.8%
52 | Cc1ccc(-c2nc(C)sc2CC(=O)Nc2nnc(C)s2)cc1 | -6 | -1% | -1% | 8 | 18 | 2 | 0% | -1 | -1.4%
53 | C=CCC1NS(=O)(=O)OCC1C(C)C (configuration not stated) | nt | 9% | -4% | 2 | -3 | 0 | 5% | -2 | -1.2%
54 | CCOC(=O)N1CCN(Cc2nc3cc(NC(=O)c4ccc(F)cc4)ccc3n2C(C)C)CC1 | 0 | -16% | -2% | 15 | 3 | -1 | ? | -1 | 0.2%
55 | Cc1ccc(/C=C/C(=O)NCc2cccs2)cc1 | -1 | 7% | 7% | 6 | -19 | 1 | -1% | -7 | 0.2%
56 | COc1ccc(-c2cc(C)no2)cc1S(=O)(=O)N(C)c1ccc(C)cc1 | 1 | -14% | -4% | 9 | -14 | 5 | ? | -8 | -0.2%
57 | O=C1CN(C(=O)c2ccccc2F)C(c2ccc(F)cc2)c2cc(Br)ccc2N1 (configuration not stated) | -5 | 0% | -2% | -6 | 25 | 5 | -6% | 8 | 0.0%

The list is partial (hit frequency here may not be typical).
